# Source: PubChem BioAssay (several laboratories)
# M4 antag – human M4 muscarinic receptor antagonists, primary screen, CHO cells, Fluo-8 calcium fluorescence; AID 624125, 2012; CHO-hM4 cells, ACh EC80; actives 0.73% (n = 360,000); inhibition, % at 3 µM;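 active means inhibition above its plate's cutoff, the mean inhibition of sample wells plus 3 SD, cut at about 27% in these data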;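 further: 0% = acetylcholine EC80 with DMSO and 100% = DMSO without agonist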
# M1 PAM – human M1 muscarinic receptor positive allosteric modulators, primary screen, CHO-K1 cells, Fluo-8 calcium fluorescence, 1536-well | AID 588819, 2011 | actives 0.088% (n = 360,000) | CHO-K1 hM1, ACh EC20; 0% = ACh EC20, 100% = maximal ACh | activation, % at 3 µM; in the data active means activation above about 19%, passing the limit was not always enough
# Target sequence (P11229 whole entry, looked up): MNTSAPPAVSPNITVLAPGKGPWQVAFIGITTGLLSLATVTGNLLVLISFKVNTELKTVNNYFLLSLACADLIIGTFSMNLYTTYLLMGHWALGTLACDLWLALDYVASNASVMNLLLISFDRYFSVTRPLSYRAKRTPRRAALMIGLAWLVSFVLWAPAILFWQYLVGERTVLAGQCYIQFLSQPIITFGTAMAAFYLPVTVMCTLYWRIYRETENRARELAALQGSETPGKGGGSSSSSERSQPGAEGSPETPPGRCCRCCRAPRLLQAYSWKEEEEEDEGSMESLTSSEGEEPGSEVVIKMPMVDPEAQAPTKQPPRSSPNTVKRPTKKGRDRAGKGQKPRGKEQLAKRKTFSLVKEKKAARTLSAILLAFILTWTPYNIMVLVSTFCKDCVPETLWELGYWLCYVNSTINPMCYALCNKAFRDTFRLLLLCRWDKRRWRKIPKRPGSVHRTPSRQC
# CHRM4 agonist – human M4 muscarinic receptor agonists, primary screen, CHO-K1 cells, Fluo-8 calcium fluorescence. activation, % at 3 µM. Muscarinic acetylcholine receptor M4 (Homo sapiens), P08173. AID 624127, 2012. CHO-K1 hM4/Gqi5; vehicle 0%, full acetylcholine response 100%. actives 0.14% (n = 360,000);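 active means activation above the run mean over all test wells plus 3 SD, cut at about 32% in these data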;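 further: peak over basal fluorescence ratio per well then scaled between controls; 0% = DMSO wells and 100% = acetylcholine at EC100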
# CRFR2-BP ag – agonists of CRF-BP/CRF-R2 complex, primary screen, cell-based, HEK293, calcium dye fluorescence, uHTS. calcium dye fluorescence (FLIPR); percent of saturating CRF peptide response. AID 588473, 2011. activation, % at 13.2 µM. actives 0.46% (n = 350,000);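 active means activation of at least 50%, plus an integration ratio under a set limit after plate pattern correction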;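 further: plate controls were neutral control wells without compound for no effect and CRF at EC100 for full effect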
# M5 PAM – human M5 muscarinic receptor positive allosteric modulators, primary screen, CHO-K1 cells, Fluo-8 calcium fluorescence. actives 0.3% (n = 360,000). activation, % at 3 µM. Muscarinic acetylcholine receptor M5 (Homo sapiens), P08912. CHO-K1 hM5, ACh EC20 PAM; 0% = ACh EC20, 100% = ACh EC100;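 active means activation above the run cutoff, the mean activation of all test compounds plus 3 SD, cut at about 18% in these data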
# Target sequence (P08912 whole entry, looked up): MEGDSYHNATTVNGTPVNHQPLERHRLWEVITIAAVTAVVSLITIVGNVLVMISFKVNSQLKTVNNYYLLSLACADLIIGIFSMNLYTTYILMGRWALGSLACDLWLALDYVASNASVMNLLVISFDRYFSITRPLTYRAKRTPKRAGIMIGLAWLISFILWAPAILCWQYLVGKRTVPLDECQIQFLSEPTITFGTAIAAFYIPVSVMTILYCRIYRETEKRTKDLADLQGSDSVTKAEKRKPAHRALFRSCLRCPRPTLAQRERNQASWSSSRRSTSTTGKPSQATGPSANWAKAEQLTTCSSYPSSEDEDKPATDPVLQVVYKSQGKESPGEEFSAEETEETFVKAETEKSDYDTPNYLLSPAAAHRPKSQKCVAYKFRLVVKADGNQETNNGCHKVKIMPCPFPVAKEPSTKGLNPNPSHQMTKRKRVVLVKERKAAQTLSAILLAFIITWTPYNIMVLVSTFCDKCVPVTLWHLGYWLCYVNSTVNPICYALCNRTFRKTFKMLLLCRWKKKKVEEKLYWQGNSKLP
#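 Assay system: CHO-K1 hM5 cells. Also added: acetylcholine at EC20 concentration, added after compound. Dosing: 3 µM, single dose. Times: compound preincubation 140 s before EC20 acetylcholine addition. Signal: Fluo-8 calcium fluorescence. Measure: % activation relative to EC20 and EC100 ACh responses. Repeats: singlicate, one well per test compound.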
# CHRM5 antagonist – human M5 muscarinic receptor antagonists, primary screen, CHO cells, Fluo-8 calcium fluorescence. actives 0.59% (n = 360,000). AID 624040, 2012. CHO-hM5 cells, ACh EC80. Muscarinic acetylcholine receptor M5 (Homo sapiens), P08912. inhibition, % at 3 µM;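 active means inhibition above a per-plate cutoff, the mean of that plate's test compounds plus 3 SD, cut at about 27% in these data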;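 further: 0% = acetylcholine EC80 with DMSO and 100% = DMSO without agonist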
# CHRM1 antagonist – human M1 muscarinic receptor antagonists, primary screen, CHO-K1 cells, Fluo-8 calcium fluorescence, 1536-well. Muscarinic acetylcholine receptor M1 (Homo sapiens), P11229. inhibition, % at 3 µM. CHO-K1 hM1, ACh EC80 antagonist. AID 588852, 2011. actives 1.3% (n = 360,000);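 active means percent inhibition above its own plate's cutoff, namely the mean of that plate's compound wells plus 3 SD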;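 further: peak over basal fluorescence ratio during 140 s after agonist addition; 0% = ACh EC80 plus DMSO and 100% = DMSO alone without agonist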
# CHRM4 PAM – human M4 muscarinic receptor positive allosteric modulators, primary screen, CHO-K1 cells, Fluo-8 calcium fluorescence; Muscarinic acetylcholine receptor M4 (Homo sapiens), P08173; actives 0.4% (n = 360,000); CHO-K1 hM4/Gqi5, ACh EC20; 0% = ACh EC20, 100% = maximal ACh; activation, % at 3 µM;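 active means activation above its plate's cutoff, the mean activation of sample wells plus 3 SD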; further: some results filed as inactive read as strong as hits
# M5 ag – human M5 muscarinic receptor agonists, primary screen, CHO-K1 cells, Fluo-8 calcium fluorescence | Muscarinic acetylcholine receptor M5 (Homo sapiens), P08912 | CHO-K1 hM5 cells; 0% DMSO wells, 100% maximal acetylcholine response | activation, % at 3 µM | actives 0.19% (n = 360,000) | AID 624037, 2012;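 active means activation above the run's mean over test compounds plus 3 SD, cut at about 23% in these data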;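 further: signal is peak over basal fluorescence ratio across the kinetic read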
# Active calls of the source: *; nt = not tested or not shown.
SMILES,M4 antag,M1 PAM,CHRM4 agonist,CRFR2-BP ag,M5 PAM,CHRM5 antagonist,CHRM1 antagonist,CHRM4 PAM,M5 ag
COc1cccc(C(=O)Nc2cccnc2)c1,-1,11,0,-1.1,2,-1,-4,-1,-3
C=CCSc1ccsc1C(=O)O,-1,5,0,0.3,3,2,-10,15,0
Cc1ccc(SCc2c(C(=O)N/N=C/c3ccc(C)o3)nnn2-c2nonc2N)cc1,-18,14,7,3.3,6,-12,-20,-4,-1
COc1ccc(NS(=O)(=O)c2ccc3oc(SC4CCOC4=O)nc3c2)cc1 (stereo unspecified),2,-13,11,4.2,-19,15,20,-3,12
CCn1c(SCC(=O)NC2CCCCC2)nnc1-c1ccccc1F,-4,-3,1,0.2,-2,11,3,-2,-4
Cc1cccc(C(C(C(=O)c2ccccc2)N2CCOCC2)N2CCOCC2)c1 (stereo unspecified),-12,10,0,1.0,10,2,-17,7,1
CCOC(=O)[C@H]1[C@H]2COc3ccc(C)cc3[C@@H]2N2C(=O)c3cc(OC)c(OC)cc3NC(=O)[C@@]12C,-26,-4,2,-0.1,-6,-2,5,19,3
O=C(CSc1nnc(Cc2csc(Nc3cccc(Cl)c3)n2)o1)N1CCc2ccccc21,2,1,11,1.3,-2,2,8,-10,1
COCCN1C(=O)N[C@@H](c2cccc(F)c2)C(C(=O)OC)=C1C,-6,7,4,-0.7,4,0,1,7,4
Cc1oc2c(CN3CCOCC3)c(O)ccc2c(=O)c1-c1ccccc1,-5,10,1,1.6,0,0,-10,9,-1
COc1ccc(-c2nnc3ccc(SCC(=O)N4CCOCC4)nn23)cc1,-4,3,2,-0.8,-1,0,-7,6,1
Cc1cc(OCC(=O)OCC(=O)N2CCCc3ccccc32)ccc1Cl,6,4,5,6.7,-2,0,-3,2,-1
N#Cc1ccccc1NC(=O)CSc1nnc(-c2ccccc2O)n1-c1ccccc1,4,6,3,-8.3,3,-2,7,-6,-5
O=C(CC1C(=O)NCCN1Cc1cccc(C(F)(F)F)c1)NC1CCOCC1 (stereo unspecified),0,11,2,0.9,0,11,-14,2,-2
Cc1ccc(/C(O)=C2\C(=O)C(=O)N(C)C2c2ccccc2)cc1 (stereo unspecified),-12,14,0,-1.4,6,-8,-19,10,-1
Cc1ccccc1NC(=O)COC(=O)c1ccc(S(=O)(=O)N2CCCCCC2)cc1,-10,7,1,0.9,5,3,-8,7,1
COc1ccc(NC(=O)CN2CCN(CC(=O)Nc3ccccc3F)CC2)c(OC)c1,-16,4,1,-2.0,-4,-6,-31,5,-5
CCCC(=O)Nc1cccc2c1CCCC2,-5,11,1,-0.7,-3,4,-17,13,-5
CCCCN(C(=O)COC(=O)C1(c2ccccc2)CC1)c1c(N)n(CCC)c(=O)[nH]c1=O,1,5,0,-0.7,2,7,-10,-1,2
c1c2c(cc3sc(N4CCCCC4)nc13)OCCO2,-6,8,0,-0.6,-5,3,-6,5,-1
Cc1cc(=O)oc2cc(NC(=O)c3cc([N+](=O)[O-])ccc3N3CCOCC3)ccc12,-5,-3,3,-3.9,10,0,10,8,6
CC(C)C[C@@H](COCc1cccc(Cl)c1)N1CCN(C(=O)c2ccc(C(F)(F)F)cc2)CCC1=O,4,nt,3,nt,-11,17,nt,-3,-3
COc1cc(C(F)(F)F)nc2c(Br)c(C(C)(C)C)nn12,10,13,-1,-0.3,2,-3,-11,-5,3
Cc1ccc(N2CCN(C(=O)c3cccs3)CC2)c(C)c1,5,6,-1,4.1,-2,2,-15,1,-4
Cc1cc(C)cc(-c2nnc(SCC(=O)Nc3cc(C)on3)o2)c1,-5,4,1,-0.6,-2,4,2,-2,2

# Next part:
SMILES,M4 antag,M1 PAM,CHRM4 agonist,CRFR2-BP ag,M5 PAM,CHRM5 antagonist,CHRM1 antagonist,CHRM4 PAM,M5 ag
COc1ccc(OC)c(NC(=O)COc2coc(CN3CCc4ccccc43)cc2=O)c1,0,-3,2,-1.4,3,-1,8,-3,2
CC(C)(C)S(=O)(=O)N1C[C@H]2CC/C=C\C/C(c3ccccc3)=C\2[C@@H]1CCO,5,-4,0,-0.8,-4,4,4,-8,0
Cc1cc(C)c2c(c1)/C(=c1/sc3n(c1=O)CN(c1ccccc1)CN=3)C(=O)N2,0,-3,0,-0.4,-1,-3,5,5,2
CCCCC(=Nc1ccc(N)cc1)C1=C(O)C(C(=O)OC)C(C)(C)CC1=O (stereo unspecified),1,0,1,7.1,-4,3,8,0,1
COc1ccc(CCNC(=O)COC(=O)c2ccc(S(=O)(=O)N3CCCC3)cc2)cc1OC,-4,13,3,2.4,9,8,0,1,0
CCOc1ccccc1NC(=O)C1CCCN1S(=O)(=O)c1ccc2c(c1)C(C)(C)C(=O)N2C (stereo unspecified),-23,2,2,nt,-1,-7,-8,8,0
Cc1cc(CNCCN(C)C)c(C)n1-c1cc(S(=O)(=O)N2CCOCC2)ccc1N1CCCC1,-8,-8,0,-0.2,-1,5,11,-5,-6
CCOC(=O)[C@]12CCC=C1N(Cc1ccc3c(c1)OCO3)C(=O)[C@H](CC(=O)N1CCN(C(=O)c3ccco3)CC1)C2,-5,nt,4,nt,-3,2,nt,6,3
O=[N+]([O-])c1cc(/C=N/O)ccc1SCc1ccccc1,6,-6,1,0.1,-9,2,-1,14,-4
Cc1cccn2c(CN[C@H]3CCCCNC3=O)c(C(=O)N3CCOCC3)nc12,-2,8,1,7.4,-2,12,-5,-3,2
COc1ccccc1NS(=O)(=O)c1cccc(NC(=O)c2cncc(Br)c2)c1,-9,-1,16,13,-23,7,9,-3,6
Cc1nc(-c2cccc(NC(=O)C3CCCCC3)c2)cs1,-16,16,3,-2.3,26*,-29,-6,8,-1
Cc1ccc(-n2c3c(cc(C(=O)NC4CCSC4=O)c2=O)C(=O)CCC3)cc1 (stereo unspecified),-8,11,1,2.3,4,-8,-6,17,-1
Cc1c(C(=O)N/N=C/C(C)C)[nH]c2c([N+](=O)[O-])cccc12,8,0,1,-0.3,5,0,3,-1,-3
CCCN(C(=O)CSc1nnc(-c2ccoc2C)n1N)C1CCS(=O)(=O)C1 (stereo unspecified),4,2,1,-0.2,-2,7,3,-4,0
CCCCOc1cccc2c(=O)n(CC(=O)Nc3ccc4c(c3)OCCO4)ccc12,7,3,0,nt,0,-4,-4,-2,0
Cc1cccc(NC(=O)CSc2nc3ccccc3nc2N2CCCC2)c1C,-14,-7,1,-3.5,-4,-2,10,8,3
COc1ccc(CSc2n[nH]c(C)n2)cc1Br,-3,11,10,11,7,-2,-8,14,5
CCOC(=O)c1c(NC(=O)c2ccno2)c2cc([N+](=O)[O-])ccc2n1C,-9,6,0,-1.8,-6,5,-9,15,0
Cc1c(C(=O)OCC(=O)NCc2ccco2)cccc1[N+](=O)[O-],-10,4,3,0.1,9,4,3,-3,-2
CC(CCCC(C)(C)O)CC1C2=C(CCCC2=O)OC2=C1C(=O)CCC2 (stereo unspecified),4,9,1,-1.4,-5,8,-8,1,-3
O=C(CSCc1cccc(Cl)c1)NCc1ccc2c(c1)OCO2,-2,-3,0,-4.7,-9,5,-3,-3,-2
C[C@H](CO)N1C[C@H](C)[C@@H](CN(C)S(=O)(=O)c2cn(C)cn2)OCc2cn(nn2)CCCC1=O,-15,3,1,1.2,-1,-1,-7,4,0
CC(=O)Nc1ccc(SCC(=O)c2cc(C)n(C)c2C)cc1,7,2,1,-0.4,1,1,0,-5,-2
O=C(NCc1cc([N+](=O)[O-])ccc1O)c1cccnc1Sc1ccccc1,2,1,7,-1.7,-4,4,0,-3,-2

# Some of these compounds in order of their number in CHRM4 agonist, ascending:
SMILES,M4 antag,M1 PAM,CHRM4 agonist,CRFR2-BP ag,M5 PAM,CHRM5 antagonist,CHRM1 antagonist,CHRM4 PAM,M5 ag
Cc1ccc(/C(O)=C2\C(=O)C(=O)N(C)C2c2ccccc2)cc1 (stereo unspecified),-12,14,0,-1.4,6,-8,-19,10,-1
CCCCC(=Nc1ccc(N)cc1)C1=C(O)C(C(=O)OC)C(C)(C)CC1=O (stereo unspecified),1,0,1,7.1,-4,3,8,0,1
CCOC(=O)[C@]12CCC=C1N(Cc1ccc3c(c1)OCO3)C(=O)[C@H](CC(=O)N1CCN(C(=O)c3ccco3)CC1)C2,-5,nt,4,nt,-3,2,nt,6,3

# (list continues)
SMILES,M4 antag,M1 PAM,CHRM4 agonist,CRFR2-BP ag,M5 PAM,CHRM5 antagonist,CHRM1 antagonist,CHRM4 PAM,M5 ag
Cc1cccc(NC(=O)CN2CCN(C(=O)CN3C(=O)NC4(CC(C)CC(C)(C)C4)C3=O)CC2)c1C (stereo unspecified),-3,12,0,0.1,-6,13,-11,0,-1
CN1CCN(C(=S)c2cn(Cc3ccccc3F)c3ccccc23)CC1,-4,17,4,0.8,0,4,-10,0,-3
COc1ccc(-c2[nH]c(-c3ccc(C)cc3)nc2SCC(=O)NCc2ccco2)cc1OC,-24,7,0,-3.2,4,-9,-19,21*,-2
CCOC(=O)C1=C(C)N(c2ccc(C)c(C)c2)C(=O)/C1=C\c1ccco1,1,6,0,2.1,6,2,-3,-1,1
Cc1cc(C)cc(NC(=S)N(CCN2CCCCC2)Cc2ccco2)c1,-2,-2,2,0.7,1,-1,-7,-4,-8
Cc1cccc(C)c1OCC(=O)N1CC2(C)CC1CC(C)(C)C2 (stereo unspecified),3,7,-1,-1.7,6,-2,-18,-4,-2
COc1ccc(CSc2nncn2C)cc1F,-4,7,0,6.8,3,1,0,7,-5
COc1ccc(OC)c(NC(=O)CNC(=O)Cn2ccc3ccccc3c2=O)c1,-6,7,1,0.8,-3,-1,-10,4,0
Cc1c(C)c2ccc(OCC(=O)NC3CCN(Cc4ccccc4)CC3)cc2oc1=O,-6,-8,-1,0.5,11,-14,-1,-5,-6
O=C(C1CCN(S(=O)(=O)c2cccnc2)CC1)N1CCN(c2ccc(Cl)cc2)CC1,-18,-7,9,-1.3,-15,3,13,-2,6
N#Cc1ccc(CN2CCN(c3ccc(S(=O)(=O)N4CCCC4)cn3)CC2)cc1,-2,11,2,0.5,5,0,-8,8,2
Cc1cccc(C(=O)NNC(=O)C2CC2)c1,-6,0,1,3.2,-4,-13,-2,-3,0
COc1ccc(OC)c(CCNC(=O)CC2Oc3ccccc3NC2=O)c1 (stereo unspecified),-8,6,3,0.9,0,-2,-5,1,1
COc1ccccc1NC(=O)CSc1nc2sc(C)c(C)c2c(=O)n1C,-4,-1,4,1.1,-2,4,-5,-15,2
CCn1c(CC(=O)Nc2cccc(OC)c2)nnc1SCC(=O)Nc1nccs1,-1,-1,1,0.9,-10,10,2,8,-2
CC1(C(=O)Nc2ccc3c(c2)OCO3)CCN1C(=O)CCC1CCCC1 (stereo unspecified),-2,10,1,nt,-1,-3,-19,13,1
CCOC(=O)N1CCC(n2c(SCC(=O)NCc3ccccc3)nc3ccccc3c2=O)CC1,13,5,2,-1.0,-2,-3,-10,-7,2
